High-throughput results deposited in PubChem BioAssay by Broad Institute.
INS-1E ATP HTS: rescue of cytokine-induced death in INS-1E beta cells. 0.1% of 20,000 active. INS-1E cytokine-induced death, ATP luminescence, 48 h; normalised: neutral wells 0, positive control 100. protection from cytokine-induced ATP loss, % at 10 µM. AID 488910;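 active = mean replicate protection from cytokine-induced ATP loss at least 50% and at least 75% of replicates each reaching 50%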
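Material: INS-1E rat cells; Quantity: 8000 cells/well; Buffer or medium: phenol-red-free RPMI with 5% fetal bovine serum; Probe or stimulus: cytokine cocktail of IFN-γ, TNF-α and IL-1β; Compound dosing: single test concentration per compound, delivered by pin transfer; Incubation: 48 h co-treatment, 10 min post-lysis read; Signal: CellTiter-Glo luminescence.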
T cruzi HTS: intracellular Trypanosoma cruzi inhibition. intracellular Trypanosoma cruzi in host cells, plate reader. activity score (inhibition), % at 5.01 µM. 4.9% of 22,000 active. AID 651903; in the data active = activity score above about 55%;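 note: parasites and compound incubated about four days before reading; 0% = median of neutral control wells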
* marks the source's active call; other numbers are inactive results; x = not tested or not shown. These rows are one share of the data. The share of hits here may be higher or lower than overall.

Under each structure – T cruzi HTS | INS-1E ATP HTS
C[C@@H]1CN([C@@H](C)CO)C(=O)c2cccc(NC(=O)C3CCOCC3)c2O[C@@H]1CN(C)S(=O)(=O)c1ccc(Cl)cc1
  -25 | 5
C[C@@H]1CN([C@H](C)CO)C(=O)CCCn2cc(nn2)CO[C@@H]1CN(C)C(=O)c1ccncc1
  -8 | x
COc1ccc(CN(C)C[C@H]2Oc3ccc(NC(=O)C4CCCCC4)cc3CC(=O)N([C@@H](C)CO)C[C@@H]2C)cc1
  64* | -1
C[C@@H]1CN([C@H](C)CO)C(=O)c2cc(NC(=O)CCN3CCOCC3)ccc2O[C@@H]1CN(C)Cc1ccc(C(=O)Nc2ccccc2N)cc1
  11 | -3
COc1ccc(NC(=O)Nc2ccc3c(c2)C(=O)N([C@@H](C)CO)C[C@H](C)[C@@H](CN(C)Cc2ccc(C(F)(F)F)cc2)O3)cc1
  -6 | -5
C[C@H](CO)N1C[C@H](C)[C@H](CN(C)S(=O)(=O)c2ccccc2)Oc2ccc(NC(=O)CCCCCC(=O)Nc3ccccc3N)cc2CC1=O
  -10 | -4
C[C@H](CO)N1C[C@H](C)[C@@H](CN(C)CC2CCCCC2)Oc2ccc(NS(=O)(=O)c3ccc(F)cc3)cc2C1=O
  19 | -7
Cc1ccc(S(=O)(=O)N(C)C[C@@H]2OCc3cn(nn3)CCCC(=O)N([C@H](C)CO)C[C@@H]2C)cc1
  0 | x
C[C@H](CO)N1C[C@H](C)[C@@H](CN(C)Cc2ccccc2)Oc2c(NC(=O)C3CC3)cccc2C1=O
  -4 | -4
C[C@H](CO)N1C[C@H](C)[C@H](CN(C)C(=O)Nc2cccc(F)c2)OCc2cnnn2CCCC1=O
  -14 | 2
Cc1noc(C)c1S(=O)(=O)N(C)C[C@H]1OCCCC[C@@H](C)Oc2ccc(NC(=O)Nc3cccc4ccccc34)cc2C(=O)N([C@H](C)CO)C[C@@H]1C
  22 | 0
C[C@@H]1CN([C@H](C)CO)C(=O)CCCn2cc(nn2)CO[C@@H]1CN(C)C(=O)CCCN(C)C
  -20 | x
C[C@H]1CN([C@@H](C)CO)C(=O)Cc2cc(NS(C)(=O)=O)ccc2O[C@@H]1CN(C)S(=O)(=O)c1ccccc1
  -3 | 5
C[C@@H]1CN([C@H](C)CO)C(=O)c2cc(NC(=O)CCCN(C)C)ccc2O[C@H]1CN(C)Cc1ccccc1
  -6 | 7
C[C@@H]1CN([C@H](C)CO)C(=O)c2cc(NC(=O)Nc3ccc(C(F)(F)F)cc3)ccc2O[C@@H]1CN(C)S(=O)(=O)c1cn(C)cn1
  3 | 4
C[C@@H]1CN([C@H](C)CO)C(=O)c2cc(NC(=O)Nc3cccc4ccccc34)ccc2O[C@H]1CN(C)C(=O)Nc1cccc2ccccc12
  2 | -4
C[C@H]1CN([C@@H](C)CO)C(=O)c2cccc(NC(=O)c3nc4ccccc4s3)c2O[C@@H]1CN(C)C(=O)Nc1cccc2ccccc12
  -4 | -7
O=C(NO)c1cccc(C(=O)N/N=C/c2ccccc2Br)c1
  -5 | -8
COc1ccc(S(=O)(=O)N(C)C[C@@H]2Oc3ccc(NS(=O)(=O)c4ccccc4)cc3C(=O)N([C@H](C)CO)C[C@@H]2C)cc1
  35 | -11
C[C@@H]1CN([C@H](C)CO)C(=O)c2cccc(NC(=O)Nc3ccc(F)cc3)c2O[C@@H]1CN(C)S(C)(=O)=O
  -33 | 2

Record cards, as listed above:
Listed for COc1ccc(S(=O)(=O)N(C)C[C@@H]2Oc3ccc(NS(=O)(=O)c4ccccc4)cc3C(=O)N([C@H](C)CO)C[C@@H]2C)cc1 → T cruzi HTS: 35; INS-1E ATP HTS: -11
Listed for C[C@@H]1CN([C@H](C)CO)C(=O)c2cc(NC(=O)Nc3cccc4ccccc34)ccc2O[C@H]1CN(C)C(=O)Nc1cccc2ccccc12 → T cruzi HTS: 2; INS-1E ATP HTS: -4

Further entries:
Under each structure – T cruzi HTS | INS-1E ATP HTS
C[C@@H]1CN([C@H](C)CO)C(=O)CCCn2cc(nn2)CO[C@@H]1CN(C)S(=O)(=O)c1ccc2c(c1)OCCCO2
  -13 | 4
C[C@H](CO)N1C[C@H](C)[C@@H](CN(C)Cc2ccccc2)Oc2c(NC(=O)c3ccc(-c4nccs4)cc3)cccc2C1=O
  53 | -9
COc1ccc(NC(=O)Nc2ccc3c(c2)CC(=O)N([C@H](C)CO)C[C@@H](C)[C@@H](CN(C)S(=O)(=O)c2cccs2)O3)cc1
  -5 | -3
CC(C)NC(=O)Nc1ccc2c(c1)C(=O)N([C@@H](C)CO)C[C@H](C)[C@@H](CN(C)CC1CCCCC1)O2
  -49 | 5
C[C@@H]1CN([C@@H](C)CO)C(=O)c2cc(NC(=O)Nc3ccc(C(F)(F)F)cc3)ccc2O[C@H]1CN(C)Cc1ccc(-c2ccccc2)cc1
  2 | -45
C[C@@H]1CN([C@@H](C)CO)C(=O)c2cc(NS(=O)(=O)c3ccc(Cl)cc3)ccc2O[C@@H]1CN(C)Cc1ccc(C(F)(F)F)cc1
  84* | -31
C[C@@H]1CN([C@H](C)CO)C(=O)c2cc(NC(=O)Nc3ccccc3)ccc2O[C@H]1CN(C)Cc1ccc(Cl)c(Cl)c1
  -34 | 11
C[C@@H]1CN([C@H](C)CO)C(=O)c2cccc(NC(=O)c3nc4ccccc4s3)c2O[C@H]1CN(C)Cc1ccccc1
  32 | -1
C[C@@H]1CN([C@H](C)CO)C(=O)Cc2cc(NC(=O)NC3CCCCC3)ccc2O[C@H]1CN(C)Cc1ccc(C(F)(F)F)cc1
  51 | -47
C[C@H]1CN([C@@H](C)CO)C(=O)Cc2cc(NC(=O)Nc3cccc4ccccc34)ccc2O[C@@H]1CN(C)Cc1ccc(C(=O)O)cc1
  -13 | -1
COc1ccc(NC(=O)Nc2ccc3c(c2)CC(=O)N([C@@H](C)CO)C[C@H](C)[C@H](CN(C)Cc2ccc4c(c2)OCO4)O3)cc1
  7 | 1
C[C@@H]1CN([C@@H](C)CO)C(=O)c2cccc(NC(=O)c3ccncc3)c2O[C@H]1CN(C)C(=O)NC1CCCCC1
  -26 | 17
C[C@H](CO)N1C[C@H](C)[C@H](CN(C)C(=O)Nc2ccc3c(c2)OCO3)Oc2ccc(NC(=O)C3CC3)cc2CC1=O
  -28 | 11
CC(C)NC(=O)Nc1ccc2c(c1)C(=O)N([C@H](C)CO)C[C@H](C)[C@H](CN(C)C)OCCCC[C@@H](C)O2
  -24 | 2
COc1ccc(CN(C)C[C@@H]2Oc3c(NC(=O)Nc4ccccc4)cccc3C(=O)N([C@H](C)CO)C[C@@H]2C)cc1
  -40 | -3
C[C@@H]1CCCCO[C@@H](CN(C)CC2CCCCC2)[C@@H](C)CN([C@H](C)CO)C(=O)c2cc(NC(=O)Nc3cccc4ccccc34)ccc2O1
  67* | -32
Cc1noc(C)c1NC(=O)Nc1ccc2c(c1)C(=O)N([C@H](C)CO)C[C@H](C)[C@H](CN(C)C(=O)Nc1cccc3ccccc13)O2
  -39 | 9
Cc1noc(C)c1S(=O)(=O)N(C)C[C@H]1Oc2ccc(NC(=O)CCN3CCOCC3)cc2CC(=O)N([C@H](C)CO)C[C@H]1C
  -12 | 4
C[C@H](CO)N1C[C@H](C)[C@@H](CN(C)Cc2ccncc2)Oc2c(NC(=O)Nc3ccc4c(c3)OCO4)cccc2C1=O
  0 | -5
C[C@@H]1CN([C@H](C)CO)C(=O)CCCn2cc(nn2)CO[C@H]1CN(C)S(=O)(=O)c1ccc(C#N)cc1
  -7 | x

Arranged by heavy-atom count (largest number first): four of the compounds above
Under each structure – T cruzi HTS | INS-1E ATP HTS
C[C@H]1CN([C@@H](C)CO)C(=O)Cc2cc(NC(=O)Nc3cccc4ccccc34)ccc2O[C@@H]1CN(C)Cc1ccc(C(=O)O)cc1
  -13 | -1
COc1ccc(NC(=O)Nc2ccc3c(c2)CC(=O)N([C@H](C)CO)C[C@@H](C)[C@@H](CN(C)S(=O)(=O)c2cccs2)O3)cc1
  -5 | -3
COc1ccc(CN(C)C[C@@H]2Oc3c(NC(=O)Nc4ccccc4)cccc3C(=O)N([C@H](C)CO)C[C@@H]2C)cc1
  -40 | -3
CC(C)NC(=O)Nc1ccc2c(c1)C(=O)N([C@@H](C)CO)C[C@H](C)[C@@H](CN(C)CC1CCCCC1)O2
  -49 | 5

Going on with the list.
Under each structure – T cruzi HTS | INS-1E ATP HTS
C[C@H](CO)N1C[C@H](C)[C@@H](CN(C)C(=O)Nc2cccc3ccccc23)Oc2c(NC(=O)Nc3ccc4c(c3)OCO4)cccc2C1=O
  49 | -5
C[C@@H]1CCCCO[C@H](CN(C)Cc2ccncc2)[C@@H](C)CN([C@H](C)CO)C(=O)c2cc(NC(=O)CCCN(C)C)ccc2O1
  -8 | 7
COc1ccc(NC(=O)Nc2ccc3c(c2)C(=O)N([C@H](C)CO)C[C@H](C)[C@H](CN(C)Cc2ccc4c(c2)OCO4)O3)cc1
  22 | -7
COc1ccc(S(=O)(=O)N(C)C[C@@H]2Oc3ccc(NS(=O)(=O)c4ccc(F)cc4)cc3C(=O)N([C@@H](C)CO)C[C@@H]2C)cc1
  0 | -6
C[C@H]1CN([C@@H](C)CO)C(=O)c2cc(NC(=O)CCN3CCOCC3)ccc2O[C@@H]1CN(C)C(=O)Nc1ccc(C(F)(F)F)cc1
  -7 | x
CC(C)(C)OC(=O)Nc1ccc(/C=N/NC(=O)c2ccccn2)cc1
  -6 | -4
CNC[C@H]1Oc2ccc(NC(=O)Nc3c(C)noc3C)cc2CC(=O)N([C@H](C)CO)C[C@H]1C
  -9 | 4
C[C@@H]1CN([C@H](C)CO)C(=O)c2cc(NC(=O)Cc3ccccc3)ccc2O[C@H]1CN(C)Cc1ccc(Oc2ccccc2)cc1
  11 | x
C[C@H](CO)N1C[C@H](C)[C@H](CN(C)Cc2ccc(Cl)c(Cl)c2)Oc2c(NC(=O)C3CC3)cccc2C1=O
  -20 | -14
Cc1ccc(S(=O)(=O)N(C)C[C@@H]2Oc3ccc(NC(=O)C4CCCCC4)cc3CC(=O)N([C@@H](C)CO)C[C@@H]2C)cc1
  16 | -6
C[C@H]1CN([C@@H](C)CO)C(=O)c2cc(NC(=O)Cc3cn(C)c4ccccc34)ccc2O[C@H]1CN(C)S(=O)(=O)c1ccc(F)cc1
  21 | -1
O=C(NO)c1cccc(C(=O)N/N=C/c2ccco2)c1
  -5 | 9
C[C@@H]1CN([C@H](C)CO)C(=O)c2cc(NC(=O)Nc3cccc4ccccc34)ccc2O[C@@H]1CN(C)C(=O)Nc1ccc(C(F)(F)F)cc1
  -6 | -5
C[C@@H]1CCCCO[C@@H](CN(C)Cc2ccc(C(=O)Nc3ccccc3N)cc2)[C@@H](C)CN([C@H](C)CO)C(=O)c2cc(NS(C)(=O)=O)ccc2O1
  56* | -15
COc1ccc(S(=O)(=O)Nc2cccc3c2O[C@@H](CN(C)C(=O)NC(C)C)[C@@H](C)CN([C@H](C)CO)C3=O)cc1
  -8 | 10
C[C@H]1CN([C@@H](C)CO)C(=O)c2cc(NC(=O)Cn3cnnn3)ccc2O[C@@H]1CN(C)CC1CCCCC1
  -9 | 10
Cc1noc(C)c1S(=O)(=O)N(C)C[C@@H]1Oc2ccc(NS(=O)(=O)c3cn(C)cn3)cc2CC(=O)N([C@@H](C)CO)C[C@@H]1C
  -4 | 2
C[C@@H]1CN([C@H](C)CO)C(=O)c2cc(N(C)C)ccc2O[C@H]1CN(C)Cc1ccc(C(F)(F)F)cc1
  18 | -18
C[C@@H]1CN([C@@H](C)CO)C(=O)Cc2cc(NS(=O)(=O)c3cn(C)cn3)ccc2O[C@@H]1CN(C)S(=O)(=O)c1cccs1
  -23 | 7
C[C@H]1CN([C@@H](C)CO)C(=O)c2cc(NC(=O)CCCN(C)C)ccc2O[C@@H]1CN(C)S(=O)(=O)c1ccc(Cl)cc1
  2 | x
COc1ccc(CN(C)C[C@H]2OCCCC[C@@H](C)Oc3ccc(NC(=O)Nc4ccc5c(c4)OCO5)cc3C(=O)N([C@H](C)CO)C[C@@H]2C)cc1
  -13 | -19
C[C@@H]1CN([C@H](C)CO)C(=O)c2cccc(NC(=O)c3nc4ccccc4s3)c2O[C@@H]1CN(C)Cc1ccc2c(c1)OCO2
  -15 | -20
COc1ccc(CN(C)C[C@H]2Oc3ccc(NS(=O)(=O)c4ccc(F)cc4)cc3C(=O)N([C@@H](C)CO)C[C@H]2C)cc1
  -24 | -13
C[C@@H]1CN([C@H](C)CO)C(=O)c2cccc(NS(=O)(=O)c3cccs3)c2O[C@H]1CN(C)CC1CCCCC1
  -2 | 9
CC(C)NC(=O)Nc1ccc2c(c1)C(=O)N([C@H](C)CO)C[C@H](C)[C@H](CN(C)C(=O)CCCN(C)C)OCCCC[C@@H](C)O2
  -12 | 9
C[C@H]1CN([C@@H](C)CO)C(=O)Cc2cc(NC(=O)c3ccncc3)ccc2O[C@H]1CN(C)CC1CCCCC1
  -17 | 8
C[C@H]1CN([C@@H](C)CO)C(=O)c2cc(NS(=O)(=O)c3cccs3)ccc2O[C@@H]1CN(C)CC1CCCCC1
  2 | x
C[C@@H]1CN([C@@H](C)CO)C(=O)CCCn2cc(nn2)CO[C@H]1CN(C)S(=O)(=O)c1ccc(-n2cccn2)cc1
  -20 | x
C[C@@H]1CN([C@@H](C)CO)C(=O)Cc2cc(NC(=O)Cc3cn(C)c4ccccc34)ccc2O[C@@H]1CN(C)Cc1ccc(Oc2ccccc2)cc1
  53 | -30
O=C(NO)c1ccc(C(=O)N/N=C/c2cccs2)cc1
  6 | -1
